Dynein cargo inh: dynein cargo transport inhibition; 3617.4 mouse cells, GR-EGFP nuclear translocation imaging; test concentration mostly 20 µM; stimulated with dexamethasone, 1 µM; stronger effect = lower value; z-score, hits read low; 220,000 compounds, 0.47% hits;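 active = plate z-score of nuclear minus cytoplasmic receptor signal below a set negative limit, without overly bright fluorescence or cell loss, cut at about -3.5 in these data, passing the limit was not always enough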;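 note: z-score of nuclear minus cytoplasmic ring GR-EGFP intensity difference per well; some compounds called inactive have numbers as strong as hits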
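Buffer or medium: tetracycline-free induction medium containing charcoal-stripped FBS / Reagent: dexamethasone agonist, 1.0 µM final, for 30 min / Technique: automated 10x imaging of fixed Hoechst-stained cells / Times: induction 48 h, compound 1 h, agonist 30 min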
Autophagy mod: modulators of autophagy. calls only at 10 µM (by protocol). MEF GFP-LC3 puncta imaging; test concentration mostly 10 µM. 190,000 compounds, 0.98% hits;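 active = percentage of spot-positive cells more than 3 SD above its plate mean, without a fluorescence outlier flag or 80% toxicity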;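 note: spot-positive cell cutoff set from DMSO-treated cells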
MT stabilize HCS: microtubule stabilization, imaging screen; AID 2205; 200,000 compounds, 0.83% hits; HeLa tubulin immunostaining HCS, 24 h; share of cells brighter than vehicle mean+2SD; % tubulin-high responders, % at 10 µM;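 active = plate Z-score above 3 for both tubulin-high and condensed-nucleus cell shares, with cell loss under 80%, at 10 µM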;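 note: anti alpha tubulin signal scored within the nucleus-defined area of each cell; some results filed as inactive read as strong as hits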
Yfh1-off respiration: mitochondrial function rescue without frataxin homolog – Friedreich's ataxia, plus single-dose screen, dose response (AID 1465). S. cerevisiae Yfh1-off respiration, WST-1 reduction, 72 h; higher fold induction means a stronger effect. one-dose fold induction at 50 µM; EC50 in µM for titrated hits. 220,000 compounds, 0.074% hits;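 active = fold induction of absorbance versus untreated yeast above a set limit, then at least 30% activation at any dose in follow-up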;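 note: activators that raise dye reduction in frataxin-depleted yeast; strong numbers were not always called active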
Ins promoter up: MIN6 insulin promoter up-regulation | MIN6 insulin promoter-GFP reporter, high-content imaging; stronger effect = higher value | z-score at 5 µM | 190,000 compounds, 0.3% hits | AID 1625;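 active = z-score above 3 at 5 µM with at least 500 cells counted in the well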
Lipid droplet: modulators of hepatic lipid droplet formation; inhibition, % at 6.5 µM; 240,000 compounds, 0.4% hits; AID 1656; AML12 mouse hepatocytes, oleate lipid droplets, BODIPY imaging;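 active = lipid droplet intensity inhibited by at least 50%, with more than 500 cells counted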
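material = mouse AML12 hepatocyte cell line, fixed after treatment | also added = 100 µM oleic acid challenge | doses = compound at 6.5 µM only | schedule = overnight exposure | technique = Image-based BODIPY and DAPI two-channel analysis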
NOD2 inhibition: NOD2 signaling inhibitors, cell-based, luminescence, uHTS, HEK293 (AID 1566) | HEK293 NOD2/NF-kB luciferase reporter, luminescence; higher % means a stronger effect | inhibition, % at 4 µM, or EC50 in µM where a hit was titrated | 290,000 compounds, 0.63% hits; in the data active = inhibition above about 50%; note: many of its hits are not listed in these tables
b-catenin transl: beta-catenin nuclear translocation modulation; HeLa beta-catenin nuclear translocation, immunofluorescence imaging; nuclear translocation activity, % at 5 µM; 190,000 compounds, 0.3% hits;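 active = nuclear translocation activity above 50% at 5 µM, with a well cell count of 50 or more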;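 note: per-cell ratio of nuclear to cytoplasmic median beta-catenin stain intensity; plate controls were DMSO negative control for no effect and GSK-3 inhibitor IX positive control for full effect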
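Assay system: human HeLa cells, native beta-catenin; doses: 5 µM primary, 0.02–20 µM confirmation; incubation: compound treatment 24 h, 37°C, 5% CO2; technique: fluorescence imaging of beta-catenin antibody stain plus DAPI; measure: % activation, nuclear-to-cytoplasmic median beta-catenin signal ratio per cell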
WT yeast gro inh: growth inhibition of WT yeast, mitochondrial fusion screen. mitochondrial fusion phenotypic screen, WT strain. inhibition, % at 10 µM. 190,000 compounds, 2.1% hits; in the data active = inhibition above about 58%; tested in S. cerevisiae
WT yeast gro inh mutant strain: second read-out of WT yeast gro inh, no call of its own (marks repeat the call); inhibition, %; mitochondrial fusion phenotypic screen, mutant strain inhibition
Dynein cargo inh cytoplasmic EGFP: further read-out of Dynein cargo inh, marked with its call; z-score; measured here: cytoplasmic GR-EGFP intensity; stronger effect = higher value
Dynein cargo inh nuclear GR-EGFP: further read-out of Dynein cargo inh, marked with its call; z-score; measured here: nuclear GR-EGFP intensity;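 lower value marks the stronger effect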
Dynein cargo inh cell count: further read-out of Dynein cargo inh, marked with its call; z-score; measured here: cell count per field
Ins promoter up cell count: recorded beside Ins promoter up, whose call it bears; cell count; measured here: cytotoxicity, nuclei count;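 total cells summed across four imaged fields per well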
Lipid droplet cells 6.5 µM: recorded beside Lipid droplet, whose call it bears; cell count; measured here: cell count, cytotoxicity flag;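 cells counted across two imaged fields per well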
b-catenin transl cell count 5 µM: also measured in b-catenin transl; calls as there; cell count; measured here: cell count, cytotoxicity flag
MT stabilize HCS Hoechst-high %: also measured in MT stabilize HCS; calls as there; % Hoechst-high responders; measured here: nuclear condensation Hoechst responders;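 share of cells brighter than vehicle mean plus two SD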
MT stabilize HCS cytotoxicity %: also measured in MT stabilize HCS; calls as there; toxicity, %; measured here: cytotoxicity by cell density;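 0% = mean cell density of plate MIN control wells and 100% = no cells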
Autophagy mod cell loss 18 h: also measured in Autophagy mod; calls as there; toxicity, %; measured here: cell loss, nuclei count;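 cell loss after 18 h compound exposure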
Numbers without * were called inactive.

O=C(COC(=O)Cc1ccc(Cl)cc1Cl)Nc1ccc(OC(F)F)cc1 was read as Dynein cargo inh 0.624, Autophagy mod inactive, MT stabilize HCS 2.9, Yfh1-off respiration inactive, Ins promoter up 0.15, Lipid droplet 4.4, NOD2 inhibition -0.5%, b-catenin transl 0.3, WT yeast gro inh 30.0, WT yeast gro inh mutant strain 20.4, Dynein cargo inh cytoplasmic EGFP -0.2, Dynein cargo inh nuclear GR-EGFP -0.153, Dynein cargo inh cell count -0.724, Ins promoter up cell count 1367, Lipid droplet cells 6.5 µM 595, b-catenin transl cell count 5 µM 944, MT stabilize HCS Hoechst-high % 2.5, MT stabilize HCS cytotoxicity % 0.2 and Autophagy mod cell loss 18 h 2.5.
CCOC(=O)c1c(C)[nH]c(C)c1C(=O)COC(=O)c1ccc(O)cc1 was read as Dynein cargo inh 0.367, Autophagy mod inactive, MT stabilize HCS 2.9, Yfh1-off respiration inactive, Ins promoter up -0.6, Lipid droplet -2.2, NOD2 inhibition 27.6%, b-catenin transl -0.8, WT yeast gro inh 3.5, WT yeast gro inh mutant strain -6.0, Dynein cargo inh cytoplasmic EGFP -0.175, Dynein cargo inh nuclear GR-EGFP 0.859, Dynein cargo inh cell count -1.33, Ins promoter up cell count 1596, Lipid droplet cells 6.5 µM 707, b-catenin transl cell count 5 µM 1107, MT stabilize HCS Hoechst-high % 2.8, MT stabilize HCS cytotoxicity % 9.6 and Autophagy mod cell loss 18 h -14.2.
c1ccc(-c2nnc(C(c3ccccc3)c3ccccc3)o2)cc1 was read as Dynein cargo inh -0.496, Autophagy mod inactive, MT stabilize HCS 1.9, Yfh1-off respiration inactive, Ins promoter up -0.05, Lipid droplet 0.9, NOD2 inhibition 3.8%, b-catenin transl -2.9, WT yeast gro inh -3.2, WT yeast gro inh mutant strain 1.4, Dynein cargo inh cytoplasmic EGFP -0.328, Dynein cargo inh nuclear GR-EGFP -0.567, Dynein cargo inh cell count 0.636, Ins promoter up cell count 1165, Lipid droplet cells 6.5 µM 625, b-catenin transl cell count 5 µM 565, MT stabilize HCS Hoechst-high % 2.7, MT stabilize HCS cytotoxicity % 12.1 and Autophagy mod cell loss 18 h -6.2.
Screening CCOc1ccc(C2C(C(=O)c3cccs3)=C(O)C(=O)N2Cc2cccnc2)cc1 (stereo not drawn) returned Dynein cargo inh -0.791, Autophagy mod active, MT stabilize HCS 3.5, Yfh1-off respiration inactive, Ins promoter up -0.48, Lipid droplet 2.8, NOD2 inhibition 9.6%, b-catenin transl -1.0, WT yeast gro inh -7.9, WT yeast gro inh mutant strain 5.2, Dynein cargo inh cytoplasmic EGFP -0.349, Dynein cargo inh nuclear GR-EGFP -0.346, Dynein cargo inh cell count 1.03, Ins promoter up cell count 1184, Lipid droplet cells 6.5 µM 700, b-catenin transl cell count 5 µM 1162, MT stabilize HCS Hoechst-high % 2.9, MT stabilize HCS cytotoxicity % 5.3 and Autophagy mod cell loss 18 h 23.7*.
`O=C(CN1CCN(c2ncccn2)CC1)N1CCCC1` gave Dynein cargo inh -0.503, Autophagy mod inactive, MT stabilize HCS 4.0, Yfh1-off respiration inactive, Ins promoter up -0.48, Lipid droplet 11.5, NOD2 inhibition 14.1%, b-catenin transl -0.3, WT yeast gro inh -19.6, WT yeast gro inh mutant strain -5.1, Dynein cargo inh cytoplasmic EGFP -0.354, Dynein cargo inh nuclear GR-EGFP -0.0905, Dynein cargo inh cell count 0.995, Ins promoter up cell count 1501, Lipid droplet cells 6.5 µM 757, b-catenin transl cell count 5 µM 1000, MT stabilize HCS Hoechst-high % 1.7, MT stabilize HCS cytotoxicity % 4.5 and Autophagy mod cell loss 18 h 16.8.
For Nc1nc(SCC(=O)c2cc(F)ccc2F)n[nH]1 the results were Dynein cargo inh -1.31, Autophagy mod inactive, MT stabilize HCS 2.0, Yfh1-off respiration inactive, Ins promoter up -0.65, Lipid droplet 11.5, NOD2 inhibition 0.2%, b-catenin transl 1.7, WT yeast gro inh 3.8, WT yeast gro inh mutant strain 3.4, Dynein cargo inh cytoplasmic EGFP -0.217, Dynein cargo inh nuclear GR-EGFP -1.1, Dynein cargo inh cell count -0.415, Ins promoter up cell count 1278, Lipid droplet cells 6.5 µM 694, b-catenin transl cell count 5 µM 1089, MT stabilize HCS Hoechst-high % 2.4, MT stabilize HCS cytotoxicity % 5.9 and Autophagy mod cell loss 18 h -7.4.
COc1ccccc1N1CCN(C(=O)COc2ccc(S(=O)(=O)NC(C)(C)C)cc2)CC1 was read as Dynein cargo inh 0.602, Autophagy mod inactive, MT stabilize HCS 3.0, Yfh1-off respiration inactive, Ins promoter up 0.16, Lipid droplet 64.1*, NOD2 inhibition 0.1%, b-catenin transl -3.0, WT yeast gro inh -2.4, WT yeast gro inh mutant strain -7.5, Dynein cargo inh cytoplasmic EGFP -0.175, Dynein cargo inh nuclear GR-EGFP 0.232, Dynein cargo inh cell count -0.00486, Ins promoter up cell count 1399, Lipid droplet cells 6.5 µM 710*, b-catenin transl cell count 5 µM 910, MT stabilize HCS Hoechst-high % 2.3, MT stabilize HCS cytotoxicity % 6.8 and Autophagy mod cell loss 18 h 20.7.
O=C(CCCc1c[nH]c2ccccc12)NCC1COc2ccccc2O1 (stereo not drawn) was read as Dynein cargo inh -0.152, Autophagy mod inactive, MT stabilize HCS 1.3, Yfh1-off respiration inactive, Ins promoter up -0.28, Lipid droplet 40.7, NOD2 inhibition 6.9%, b-catenin transl 1.8, WT yeast gro inh 14.1, WT yeast gro inh mutant strain 2.0, Dynein cargo inh cytoplasmic EGFP -0.217, Dynein cargo inh nuclear GR-EGFP 0.0861, Dynein cargo inh cell count -0.0573, Ins promoter up cell count 1131, Lipid droplet cells 6.5 µM 704, b-catenin transl cell count 5 µM 1178, MT stabilize HCS Hoechst-high % 0.7, MT stabilize HCS cytotoxicity % 5.0 and Autophagy mod cell loss 18 h 3.9.
For C=CCN(CC=C)S(=O)(=O)c1ccc(NC(=S)NC(=O)/C=C/c2cccc3ccccc23)cc1 the results were Dynein cargo inh 0.161, Autophagy mod inactive, MT stabilize HCS 1.7, Yfh1-off respiration inactive, Ins promoter up 0.67, Lipid droplet 3.5, NOD2 inhibition 10.4%, b-catenin transl -3.3, WT yeast gro inh -0.5, WT yeast gro inh mutant strain 5.3, Dynein cargo inh cytoplasmic EGFP 0.014, Dynein cargo inh nuclear GR-EGFP 0.333, Dynein cargo inh cell count -0.415, Ins promoter up cell count 861, Lipid droplet cells 6.5 µM 809, b-catenin transl cell count 5 µM 1132, MT stabilize HCS Hoechst-high % 2.4, MT stabilize HCS cytotoxicity % 6.6 and Autophagy mod cell loss 18 h 30.4.
For CCOC(=O)CSc1nc(-c2ccc(OC)cc2)ns1 the results were Dynein cargo inh -0.501, Autophagy mod inactive, MT stabilize HCS 3.8, Yfh1-off respiration inactive, Ins promoter up 0.54, Lipid droplet 13.0, NOD2 inhibition -1.3%, b-catenin transl -0.7, WT yeast gro inh 6.6, WT yeast gro inh mutant strain 10.3, Dynein cargo inh cytoplasmic EGFP -0.161, Dynein cargo inh nuclear GR-EGFP -0.031, Dynein cargo inh cell count 0.1, Ins promoter up cell count 1908, Lipid droplet cells 6.5 µM 675, b-catenin transl cell count 5 µM 1105, MT stabilize HCS Hoechst-high % 3.0, MT stabilize HCS cytotoxicity % 7.4 and Autophagy mod cell loss 18 h 13.2.
`O=c1c2c3nc4ccccc4nc3n(/N=C/c3ccncc3)c2ncn1-c1ccccc1` gave Dynein cargo inh 1.2, Yfh1-off respiration inactive, Ins promoter up 0.02, Lipid droplet 2.5, NOD2 inhibition 12.1%, b-catenin transl 0.0, Dynein cargo inh cytoplasmic EGFP 0.17, Dynein cargo inh nuclear GR-EGFP 1.1, Dynein cargo inh cell count -0.427, Ins promoter up cell count 1020, Lipid droplet cells 6.5 µM 726 and b-catenin transl cell count 5 µM 1297.
For CCCCn1cc(C(C)(C)C)c(C#N)c1NC(C)=O the results were Dynein cargo inh -0.688, Autophagy mod inactive, MT stabilize HCS 4.6, Yfh1-off respiration inactive, Ins promoter up -1.33, NOD2 inhibition 12.0%, WT yeast gro inh 5.8, WT yeast gro inh mutant strain -0.1, Dynein cargo inh cytoplasmic EGFP -0.239, Dynein cargo inh nuclear GR-EGFP -0.269, Dynein cargo inh cell count 0.377, Ins promoter up cell count 778, MT stabilize HCS Hoechst-high % 2.9, MT stabilize HCS cytotoxicity % 6.0 and Autophagy mod cell loss 18 h 3.8.
COC(=O)c1nnn(-c2nonc2N)c1-c1cccs1 was read as Dynein cargo inh -0.344, Autophagy mod inactive, MT stabilize HCS 3.5, Yfh1-off respiration inactive, NOD2 inhibition -3.0%, WT yeast gro inh 8.4, WT yeast gro inh mutant strain -1.4, Dynein cargo inh cytoplasmic EGFP -0.281, Dynein cargo inh nuclear GR-EGFP 0.146, Dynein cargo inh cell count -0.238, MT stabilize HCS Hoechst-high % 2.2, MT stabilize HCS cytotoxicity % 4.7 and Autophagy mod cell loss 18 h 13.2.

Not all compounds are listed; rates above refer to the full screens.
